Screening data as filed in PubChem.
S1P2 agonist – agonists of human S1P2 receptor. O95136. S1P2-expressing cell line, agonist reporter read-out. activation, % at 4.5 µM. 0.46% of 97,000 active. AID 729; in the data active = activation above about 16%;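 also: 0% = vehicle low control and 100% = maximal reference agonist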
sEH activator – increases human soluble epoxide hydrolase activity; purified human sEH enzymatic activity, activator screen; activation, % at 2 µM; 0.04% of 91,000 active; AID 717; in the data active = activation above about 37%; also: values of inactives mirror those of a sister screen read the other way
Target sequence (P34913 whole entry, looked up): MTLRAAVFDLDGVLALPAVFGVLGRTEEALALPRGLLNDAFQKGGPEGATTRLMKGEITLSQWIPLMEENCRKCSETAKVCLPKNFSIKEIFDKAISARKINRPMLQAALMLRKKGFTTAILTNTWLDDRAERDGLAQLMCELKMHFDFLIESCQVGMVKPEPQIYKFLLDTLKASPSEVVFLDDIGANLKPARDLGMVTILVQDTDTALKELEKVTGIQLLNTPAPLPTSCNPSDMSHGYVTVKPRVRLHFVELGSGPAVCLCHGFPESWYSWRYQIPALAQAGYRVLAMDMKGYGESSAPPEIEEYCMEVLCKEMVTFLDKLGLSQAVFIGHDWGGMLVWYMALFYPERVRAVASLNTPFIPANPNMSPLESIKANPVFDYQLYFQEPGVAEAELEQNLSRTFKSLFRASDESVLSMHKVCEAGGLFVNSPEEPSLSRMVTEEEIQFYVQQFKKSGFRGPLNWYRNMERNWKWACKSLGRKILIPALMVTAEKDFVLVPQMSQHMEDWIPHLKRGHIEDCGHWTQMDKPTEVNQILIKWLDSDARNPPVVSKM
sEH inh – blocks human soluble epoxide hydrolase activity; P34913; recombinant human sEH enzymatic activity assay; inhibition, % at 2 µM; 0.34% of 91,000 active; in the data active = inhibition above about 80%; also: values of inactives mirror those of a sister screen read the other way; many of its hits are not listed in these tables
PLAP activator – human PLAP activation; P05187; purified PLAP enzyme, luminescent substrate read-out; stronger effect = higher value; activation fold at 20 µM; 1.2% of 96,000 active; AID 696; in the data active = activation fold above about 2
Target sequence (P05187 whole entry, looked up): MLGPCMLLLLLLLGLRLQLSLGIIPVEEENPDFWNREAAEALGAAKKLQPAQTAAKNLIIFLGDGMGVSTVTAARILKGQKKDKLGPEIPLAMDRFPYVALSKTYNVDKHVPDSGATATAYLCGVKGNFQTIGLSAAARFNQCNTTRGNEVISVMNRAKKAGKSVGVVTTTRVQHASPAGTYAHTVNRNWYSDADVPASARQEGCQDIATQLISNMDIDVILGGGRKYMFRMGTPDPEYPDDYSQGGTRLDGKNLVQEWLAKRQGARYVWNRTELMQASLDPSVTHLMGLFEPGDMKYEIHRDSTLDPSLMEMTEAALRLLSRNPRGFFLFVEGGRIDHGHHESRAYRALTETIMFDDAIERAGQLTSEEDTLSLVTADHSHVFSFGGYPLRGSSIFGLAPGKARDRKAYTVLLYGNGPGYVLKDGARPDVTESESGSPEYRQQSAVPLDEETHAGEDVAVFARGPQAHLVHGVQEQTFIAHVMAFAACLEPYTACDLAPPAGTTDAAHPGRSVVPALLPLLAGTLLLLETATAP
E coli WT exp – growth inhibitors of E. coli BW25113 wild type | OD600 absorbance | growth inhibition, % at 100 µM | 0.15% of 98,000 active;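 active = growth inhibition above about 50% at one test dose, limit read from the data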;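 also: growth measured after 20 h incubation at 37 °C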
PostGolgi yeast – growth inhibition of a yeast mutant, post-Golgi transport screen; 0.9% of 98,000 active; inhibition, % at 10 µM; post-Golgi transport phenotypic cell assay;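 also: yeast cells grown in 1536-well plates; yeast grown about 18 h at 30C before absorbance read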
S1P2 blocker – S1P2 (human) receptor antagonism; O95136; cell-based S1P2 antagonist assay, inhibition at 5 uM; 0.21% of 97,000 active; inhibition, % at 5 µM; AID 736; in the data active = inhibition above about 45%;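 also: CRE beta-lactamase reporter cells expressing human S1P2 stimulated with S1P; 0% = agonist at EC80 alone and 100% = agonist plus reference antagonist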
PostGolgi ctrl – yeast control strain growth, post-Golgi counter-screen; 5% of 98,000 active; AID 738; efflux-deficient yeast background strain, growth absorbance A615, 16 h; inhibition, % at 10 µM
CD11b adhes inh – blocks human CD11b/CD18 adhesion to fibrinogen. P05107+P11215. K562 CD11b/CD18 adhesion to fibrinogen, ATPlite luminescence; Mn2+ added to activate the integrin. inhibition, % at 10 µM. 0.54% of 93,000 active;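 active = primary inhibition of 50% or more at 10 µM, then 40% or more on retest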; also: some results filed as inactive read as strong as hits
* = called active by the depositor; x = no result given. Rule as the data show it, unless noted: active = inhibition above about 30%; inactive = the rest.

canonical_smiles	PostGolgi yeast	S1P2 blocker	E coli WT exp	PLAP activator	sEH activator	PostGolgi ctrl	sEH inh	CD11b adhes inh	S1P2 agonist
Cc1cccc(NC(=O)CS(=O)(=O)c2cn(C)c3ccccc23)c1C	-11	x	-7	1	x	5	x	12	x
CCOC(=O)N1CCN(Cc2nc3c(c(=O)[nH]c(=O)n3C)n2Cc2cc(C)ccc2C)CC1	4	-5	-1	1.8	-4	-3	7	0	-5
CCN(C(=O)CSc1ccc2c(c1)OCCO2)C1CCS(=O)(=O)C1 (stereo not drawn)	12	18	3	1.1	11	4	-12	21	-2
Cc1ccc(Nc2c(-c3ccc(C)o3)nc3cnccn23)cc1	-6	2	-4	1	2	15	1	7	-2
CS(=O)(=O)Nc1ccccc1C(=O)Nc1ccccc1Cl	x	-17	x	x	12	x	-12	x	-2
CSc1ccc(C(C(C(=O)c2cccs2)N2CCOCC2)N2CCOCC2)cc1 (stereo not drawn)	3	3	-7	0.9	5	4	-6	-1	-1
O=C(Nc1ccc2nc(-c3cccnc3)[nH]c2c1)C12CC3CC(CC(C3)C1)C2	x	4	x	x	-2	x	2	x	-7
O=c1[nH]n(CC2COC3(CCCCC3)O2)c(=O)c2ccccc12 (stereo not drawn)	-9	6	6	1.4	-3	8	4	2	-2
CCN(CC)c1ncnc2c1sc1nc(N3CCOCC3)c3c(c12)CCC3	0	-20	-3	0.9	6	10	-2	-9	-1
CCCCN(C(=O)CSc1nnc(Nc2ccc(C)c(C)c2)s1)c1c(N)n(Cc2ccccc2)c(=O)[nH]c1=O	-7	24	-6	1.9	-80	37*	79	38	-9
COc1cc(C(=O)Nc2ccncc2)cc(OC)c1OC	18	-17	2	1.2	3	4	-3	1	-9
COc1ccc(C2(NC(C)=O)CCN(C(=O)c3ccco3)CC2)cc1	24	16	1	1.1	-9	2	7	7	-6
Cc1[nH]c2ccccc2c1C(O)CN1CCN(c2cccc(C(F)(F)F)c2)CC1 (stereo not drawn)	3	13	7	1.3	1	18	-3	13	-7
Cc1ccccc1OCC(=O)N(Cc1nc(-c2ccccc2)no1)C(C)C	-5	7	-11	1	-2	22	2	-14	-6
O=P(O)(CCc1ccccn1)CN1CCCCC1	4	5	-6	0.9	-3	-8	3	0	-6
Cc1c(C(=O)Nc2ccc(C(=O)O)cc2)cnn1C	9	2	-8	1	-15	24	17	-19	-3
CCOC(=O)CNC(=O)CSc1nnc(-c2ccncc2)n1-c1ccc(Cl)cc1	-2	16	11	1	-4	24	6	x	-6
COc1cccc(-c2nc(CS(=O)(=O)c3ccccc3)no2)c1	-6	0	22	1.2	4	-3	-2	11	-5
Cc1ccc(CCNC(=O)C2CCCN(S(=O)(=O)c3cccs3)C2)cc1 (stereo not drawn)	-5	3	-3	0.9	-32	-3	30	6	-4
Cc1cc(C)cc(OCC(=O)N(Cc2cccs2)C2CCS(=O)(=O)C2)c1 (stereo not drawn)	-5	15	2	1.7	3	-2	-3	-12	-9
CCn1c(-c2ccc3[nH]c(C)c(C)c3c2)n[nH]c1=S	-5	4	1	2.1*	3	4	-4	17	-4
Cc1nc(NCc2ccco2)c(C#N)c2c1COC(C)(C)C2	-7	x	-14	1	x	18	x	-6	x
CCCCCn1c(N)c(-c2nc3ccccc3s2)c2c([N+](=O)[O-])nn(C)c(=O)c21	6	14	-10	1	4	12	-3	96	-7
Cc1ccc(C)c(NC(=O)c2ncn[nH]2)c1	4	-12	0	1	13	-2	-13	-3	-2
Cc1cc(C)n2ncc(C(=O)NCc3cccnc3)c2n1	1	16	-5	0.9	9	4	-9	11	-8
COc1ccc(CN2CC(C(=O)NCCN3CCOCC3)CC2=O)cc1 (stereo not drawn)	-2	6	6	0.9	-14	2	16	-12	-9
COc1cccc(N2CCN(Cc3nc(N)nc(N4CCCc5ccccc54)n3)CC2)c1	19	-1	1	1.5	8	6	-10	8	-3
COc1cccc(-c2cc(C(=O)Nc3cnn(Cc4ccccc4C)c3)no2)c1	3	7	1	1	8	-6	-8	-10	-5
CCCCNC(=O)Nc1ccon1	-4	10	3	0.9	-2	-4	2	-12	-5
COc1ccc(CN2C(=O)c3cccnc3C2Nc2ccc(OC)c(Cl)c2)cc1 (stereo not drawn)	7	19	-6	1.1	1	14	-1	x	-1
N#CCC(=O)Nc1sc2c(c1C(N)=O)CCCC2	-2	-5	-3	x	x	4	x	x	-3
CCOC(=O)c1cc(-c2ccccc2)nn1-c1ccccn1	15	-101	9	1.5	1	6	-1	-1	-4
CC(C)NCC(O)Cn1c2c(c3ccccc31)CCc1c-2cnn1-c1ccccc1 (stereo not drawn)	-9	31	14	1.5	-11	13	12	18	-10
CC(C)CNC(=O)c1cc(-c2ccc(Cl)c(Cl)c2)on1	-6	0	-3	1	6	-4	-5	6	-8
O=C(NCCCc1ccccc1)c1ccncc1	4	8	0	0.9	-61	0	60	-15	-6
CN(C)Cc1c(O)ccc2[nH]cnc12	-3	-6	0	1.5	-1	17	0	-32	-4
Cc1ccc(-c2noc(CSc3nnc(Cc4cccs4)n3-c3ccccc3)n2)cc1	-8	6	-35	1.3	-5	19	6	45	-9
O=C(NCCc1ccc(Cl)cc1)C1CCN(S(=O)(=O)N2CCC3(CC2)OCCO3)CC1	1	3	-6	1.1	-40	-2	40	-9	-2
CN1CCN(CC(O)COCc2ccc3c(c2)OCO3)CC1 (stereo not drawn)	1	9	-10	1	13	1	-10	-10	-9
O=C(Oc1ccc2ccccc2c1)c1ccccc1	8	4	-6	0.8	3	1	-7	-21	-5
O=C(CC(Nc1ccc(Cl)cc1)C(=O)O)c1ccccc1 (stereo not drawn)	x	0	x	x	21	x	-21	x	-4
Nc1nc(-c2ccco2)nn1C(=O)c1ccc(Cl)cc1	6	24	0	1.1	0	9	2	x	0
Cc1ccc(C)c2c1sc(=NC(=O)CN1C(=O)CCC1=O)n2C	3	-3	3	1.2	4	0	-4	-4	-3
COc1ccccc1N(CC(=O)NC(C)(C)C)C(=O)C1CSC(=O)C1 (stereo not drawn)	x	-1	x	x	-12	x	13	x	-9
FC(F)(F)c1cc(-c2ccccc2)nc(NCC2CCCO2)n1 (stereo not drawn)	-4	-7	14	1	4	18	-4	9	-2
COc1ccc(Cl)c(Cn2c(NCCCN(C)C)nc3c2c(=O)n(C)c(=O)n3C)c1	0	4	0	1.6	-1	6	0	1	-5
CC1Cc2ccccc2N1C(=O)Cn1nc(C(=O)O)c2ccccc2c1=O (stereo not drawn)	2	-10	4	1	9	14	-10	11	-4
Cc1c(NC(=O)C2(c3ccccc3)CCCC2)c(=O)n(-c2ccccc2)n1C	-8	2	3	1.1	-12	-3	11	-1	-5
C(#CCN1CCOCC1)COCCCOC(c1ccccc1)c1ccccc1	4	3	3	1.7	-12	22	12	-4	-2
COc1cc2nc(NCCCN3CCN(C)CC3)n3nc(-c4ccccc4)nc3c2cc1OC	7	-11	-15	1.6	4	0	-4	-33	0

Additional results.
canonical_smiles	PostGolgi yeast	S1P2 blocker	E coli WT exp	PLAP activator	sEH activator	PostGolgi ctrl	sEH inh	CD11b adhes inh	S1P2 agonist
Nc1nonc1C(=Nc1ccccc1)NO	7	15	13	0.9	7	-7	-9	21	-6
NS(=O)(=O)c1ccc(CCNC(=O)c2cccnc2)cc1	-7	-16	-11	x	-6	2	6	x	-6
S=C(NCc1cccnc1)Nc1ccc(Cl)c(Cl)c1	0	45	49	1	-3	9	4	-4	-7
O=C(CCC1CCCC1)Nc1ccc(Br)cn1	4	-9	-1	1	-20	18	23	8	2
CCCCOC(=O)Nc1nccs1	4	-6	8	x	-8	16	9	x	-3
O=C1CC(c2ccco2)Cc2nc(NCC3CCCO3)ncc21 (stereo not drawn)	10	1	-1	1	15	24	-18	-1	-2
CCOC(=O)C1CCN(C(=O)c2ccc3c(c2)OCO3)CC1	-2	2	-10	0.8	x	-4	x	-4	0
Cc1cc(C(=O)Nc2sc3c(c2C#N)CCC(C)C3)no1 (stereo not drawn)	-6	-1	0	0.8	6	3	-5	-11	-6
O=C(CN1CCCC1)Nc1ccc(Oc2ccc(NC(=O)CN3CCCC3)cc2)cc1	2	32	3	1.5	-3	0	7	-7	-6
CCOCCCNC(=O)CNC(=S)N(Cc1ccccc1F)C1CCCCC1	9	-17	10	1.4	3	2	0	1	-5
O=C1CCCC2=C1C(c1ccc(Cl)cc1)N1C(=O)CCSC1=N2 (stereo not drawn)	x	25	x	x	-4	x	4	x	-8
CCC(=O)N1c2ccc(S(=O)(=O)CCC(=O)N3CCN(c4ccccc4)CC3)cc2CC1C (stereo not drawn)	-5	9	5	1.3	x	12	x	x	-9
Cc1ccc(-n2cc(C(=O)c3ccccc3O)cn2)cc1	-15	21	-7	1	-1	10	2	x	-3
O=C1CC(=C(c2ccccc2)c2ccccc2)C(=O)N1CCCCN1CCN(c2ccccc2)CC1	5	11	-12	1.8	7	3	-5	7	-2
O=C1CN(C(=O)CSc2nnc(C3CC3)n2-c2ccccc2)c2ccccc2N1	-2	13	2	1	0	-3	0	-3	-7
CCCc1nc(SCC(=O)Nc2ccc(N3CCOCC3)cc2)c2ccccc2n1	x	-36	x	x	-44	x	47	x	9
COc1ccc(Cn2cccc(NC(=O)Nc3ccc(C#N)cc3)c2=O)cc1	2	-3	-9	0.9	17	3	-18	9	-4
Cc1cc(C)n(C(=O)CCCCCC(=O)n2nc(C)cc2C)n1	0	5	-7	x	2	4	-4	x	-6
CCn1c(COc2ccc(=O)n(-c3ccccc3)n2)nnc1SCc1ccc(C)cc1	7	13	4	1.3	-4	-2	6	x	-2
CCn1c(N)c(C(=O)Nc2ccccc2C(=O)OC)sc1=S	-6	7	-6	0.9	-4	1	6	-17	-1
CSc1n[nH]c(NCc2ccc(Cl)cc2)n1	x	-2	x	x	7	x	-2	x	-1
COc1cc(S(=O)(=O)N(C)C)ccc1F	-5	-1	-8	x	13	11	-13	x	-4
CCN(CC)CCNC(=O)Cn1c(-c2ccccn2)nc2ccccc21	-2	-9	4	1.4	0	13	5	2	-7
O=C(CSCc1ccc(Cl)cc1)Nc1ccc2c(c1)OCO2	x	0	x	x	-58	x	58	x	-6
COC(=O)C1CSc2[nH]c(=O)sc2C1c1ccccc1 (stereo not drawn)	-2	10	-7	1.3	-1	9	4	-3	-5

Of the compounds above, three contain a COOH group.
canonical_smiles	PostGolgi yeast	S1P2 blocker	E coli WT exp	PLAP activator	sEH activator	PostGolgi ctrl	sEH inh	CD11b adhes inh	S1P2 agonist
Cc1c(C(=O)Nc2ccc(C(=O)O)cc2)cnn1C	9	2	-8	1	-15	24	17	-19	-3
O=C(CC(Nc1ccc(Cl)cc1)C(=O)O)c1ccccc1 (stereo not drawn)	x	0	x	x	21	x	-21	x	-4
CC1Cc2ccccc2N1C(=O)Cn1nc(C(=O)O)c2ccccc2c1=O (stereo not drawn)	2	-10	4	1	9	14	-10	11	-4

(cont.)
canonical_smiles	PostGolgi yeast	S1P2 blocker	E coli WT exp	PLAP activator	sEH activator	PostGolgi ctrl	sEH inh	CD11b adhes inh	S1P2 agonist
COc1ccc(S(=O)(=O)Cc2ccc(C(=O)NC3CCCC3)o2)cc1	2	-16	3	0.9	16	1	-13	0	-1
CCN1CCCC1CNC(=O)Cn1cnc2ccc(S(=O)(=O)N3CCC(C)CC3)cc2c1=O (stereo not drawn)	-2	9	3	1.5	x	2	x	-3	-8
C/C(=C\C(=O)c1ccc(Cl)cc1)Nc1ccc(N2CCOCC2)cc1	-3	-18	-1	0.8	10	30	-13	-43	1
O=C1CN2C(=Nc3ccc(Cl)cc3C2c2ccccc2)CN1 (stereo not drawn)	12	x	-2	1.4	x	2	x	-7	x
CCOC(=O)CN1C(=O)S/C(=C/c2ccc(N3CCCCC3)o2)C1=O	1	16	-4	1	-10	4	12	5	-5
O=C(CCN1C(=O)c2ccccc2C1=O)N(CCO)Cc1ccccc1	0	9	4	1.2	8	4	-4	x	-6

Three compounds already listed, arranged by the number in sEH activator, lowest first.
Compound | S1P2 blocker | PLAP activator | sEH activator | sEH inh | CD11b adhes inh | S1P2 agonist
CCCc1nc(SCC(=O)Nc2ccc(N3CCOCC3)cc2)c2ccccc2n1 | -36 | x | -44 | 47 | x | 9
Cc1cc(C)cc(OCC(=O)N(Cc2cccs2)C2CCS(=O)(=O)C2)c1 (stereo not drawn) | 15 | 1.7 | 3 | -3 | -12 | -9
Cc1cc(C(=O)Nc2sc3c(c2C#N)CCC(C)C3)no1 (stereo not drawn) | -1 | 0.8 | 6 | -5 | -11 | -6
